# Tb PFK inh: blocks T. brucei phosphofructokinase; O15648; T. brucei PFK, ADP-Glo luminescence; Potency, µM (top dose mostly 57.5 µM), inactives show at the top dose activity, negative = inhibition, most hits filed as inhibitors; actives 0.17% (n = 330,000);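 also: potency is read from the fitted curve at half-maximal effect; 0% = uninhibited 1x PFK enzyme wells and -100% = no-enzyme wells; nearly all actives have a fitted effect of over 60% in size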
#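 Luminescent ADP detection (ADP-Glo, two-step: ATP depletion then ADP-to-ATP conversion for luciferase) reported PFK activity after 45 min room-temperature reaction of 1.25 nM enzyme with 0.5 mM F6P and 0.1 mM ATP at pH 8.0.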
# FBPA coupling cs: coupling enzyme interference in Giardia aldolase counter-screen. actives 0.67% (n = 290,000). activity change, negative = inhibition, % at 58.2 µM, hits read low. coupling enzyme system counterscreen, AmpLite Red fluorescence; in the data active = activity change below about -30%; also: % is scaled to controls: 0 for no effect and ±100 for the full control effect
#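 Final compound at 57.5 uM, incubated 10 min at RT with coupling enzyme reagent (glyceraldehyde-3-phosphate), then 20 min with substrate and AmpLite Red detection. Fluorescence read at 525/598 nm; tests interference with the coupling assay, not aldolase inhibition.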
# GALK inh: blocks human galactokinase activity | Potency, µM (highest dose often 57.5 µM), for the others: at the top dose activity change, negative = inhibition, most hits filed as inhibitors | actives 0.007% (n = 270,000) | Purified GALK, Kinase-Glo residual ATP luminescence | P51570; also: potency is read from the fitted curve at half-maximal effect; % is scaled to controls: 0 for no effect and ±100 for the full control effect
# Target sequence (P51570 whole entry, looked up): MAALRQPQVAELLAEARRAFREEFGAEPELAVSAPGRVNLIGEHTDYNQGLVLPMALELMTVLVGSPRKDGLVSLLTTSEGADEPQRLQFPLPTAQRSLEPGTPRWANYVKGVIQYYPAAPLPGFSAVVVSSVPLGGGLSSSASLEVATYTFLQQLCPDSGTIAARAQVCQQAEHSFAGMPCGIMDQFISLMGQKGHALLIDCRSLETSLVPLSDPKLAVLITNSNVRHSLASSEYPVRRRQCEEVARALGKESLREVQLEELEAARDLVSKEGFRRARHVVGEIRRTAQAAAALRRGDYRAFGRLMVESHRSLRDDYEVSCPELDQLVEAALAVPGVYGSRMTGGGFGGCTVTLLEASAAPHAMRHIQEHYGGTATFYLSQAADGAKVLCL
#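 Kinase-Glo Plus luminescence measured ATP left after a 1 h room-temperature reaction. The reaction used 5 nM GALK, 100 uM galactose and 35 uM ATP at pH 8.0 (20 mM HEPES, 5 mM MgCl2, 60 mM NaCl, 1 mM DTT, 0.01% BSA).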
# ASM inhibitor: inhibitors of human secretory acid sphingomyelinase. AID 504937. actives 0.006% (n = 340,000). placental ASM, HMU-PC fluorogenic substrate, 60 min. Potency, µM (doses to about 57.5 µM), for the others: top-dose activity change, negative = inhibition, usual class: inhibitors. P17405; also: potency is read from the fitted curve at half-maximal effect
#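 Fluorogenic HMU-PC substrate (9 uM final) is turned over by placental ASM in 60 min at 37 C after a 10 min compound preincubation. Reaction ended by alkaline stop (pH 10), with fluorescence read at 386/447 nm.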
# BCR signal inh: inhibitors of chronic active B-cell receptor signaling. ABC-DLBCL IkBa-CBG/CBR reporter, luminescence ratio, 4 h. Potency, µM (top dose mostly 46.1 µM), inactives show at the highest dose ratio change, negative = lower green/red ratio, hits mostly inhibitors. actives 0.05% (n = 340,000); active = well fitted inhibition curve with a large enough effect in the signal ratio, with a control signal flat, not every such curve was filed as active; inconclusive = small, poorly fitted or top-dose-only effect, or effect the other way, or a change in a side signal; the % refers to the signal ratio;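 also: potency is read from the fitted curve at half-maximal effect; plate controls were basal doxycycline-induced cells for no effect and cells given 10 µM MG132 for full effect; MG132 reads +100%, hits lower the ratio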
#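 Compounds up to 46 uM were incubated four hours with TMD8 cells whose green CBG68 luciferase is fused to IkappaBalpha; red CBR luminescence normalised the signal, and concentration-effect curves were fitted to fusion, red and ratio data.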
# a7 integrin act: activates integrin-mediated alleviation for muscular dystrophy. alpha7betagal myoblasts, beta-gal FDG fluorescence, 48 h. Potency, µM (titrated, usually from 38.3 µM), for the others: top-dose activation, actives largely listed as activators. AID 624291. actives 0.064% (n = 350,000);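 also: potency is read from the fitted curve at half-maximal effect; 100% = response of the positive control SU9516; nearly all actives have a fitted effect of over 60% in size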
#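 alpha7betagal+/- myoblasts (passage 13, 250/well) treated 48 h at 37C with compounds at 1:260 dilution of DMSO stock. Lysed, then beta-galactosidase activity read as FDG fluorescence (ex 480/em 540) after 30 min, with pre-read for autofluorescence.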
# Menin-MLL TR inh: menin-MLL binding inhibition, Texas Red mutant peptide; O00255; Menin + Texas Red MLL mutant peptide, fluorescence polarization; Potency, µM (highest dose often 61.6 µM), inactives show at the top dose FP activity change, negative = inhibition, actives largely listed as inhibitors; actives 0.23% (n = 270,000); AID 1768; active = well fitted inhibition curve with a large enough effect in the polarisation, with a control signal flat, not every such curve was filed as active; inconclusive = small, poorly fitted or top-dose-only effect, or effect the other way, or a change in a side signal; inactive = no such curve, though single readings can be large or run the other way; the % refers to the polarisation; also: potency is read from the fitted curve at half-maximal effect; % of control where 0% means no effect; many of its hits are not listed in these tables
# Giardia kill: Giardia lamblia killing; Giardia lamblia trophozoite viability; activity change, % at 7.66 µM, hits read low; actives 0.15% (n = 340,000); AID 540267; in the data active = activity change below about -80%; inconclusive = between about -30% and that limit;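 also: parasites exposed to compound for two days anaerobically before the ATP read; % is scaled to controls: 0 for no effect and ±100 for the full control effect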
#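 Trophozoite viability was measured as ATP-dependent luminescence, read 15-30 min after reagent addition. Before that, parasites at 100 cells/well were exposed to compounds for 48 h, anaerobically, at 37 deg C.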
# PTAP TSG101 blk: blocks PTAP/TSG101 interaction to inhibit HIV-1 budding. Fluorescence polarization, FITC-PTAP peptide / Tsg101 binding. Potency, µM (doses to about 115 µM), for the others: top-dose activity change, negative = inhibition, most hits filed as inhibitors. 340,000 tested, under 10 active. AID 493005; active = well fitted inhibition curve with a large enough effect in the main read-out, with a control signal flat, not every such curve was filed as active; inconclusive = small, poorly fitted or top-dose-only effect, or effect the other way, or a change in a side signal; inactive = no such curve, though single readings can be large or run the other way; also: potency is read from the fitted curve at half-maximal effect; % of control where 0% means no effect
#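 Fluorescence anisotropy tracks displacement of a FITC-tagged PTAP peptide (50 nM) from the Tsg101 binding domain (10 uM), following a 20 min room-temperature incubation at pH 7.5.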
# B2AR arrestin: agonists driving beta-arrestin recruitment to human beta2-adrenergic receptor; P07550; beta-arrestin recruitment to beta2AR, cell-based reporter; Potency, µM (doses to about 46.1 µM), without a hit: at the top dose activation, actives largely listed as activators; actives 0.02% (n = 330,000);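 also: potency is read from the fitted curve at half-maximal effect; 0% = DMSO controls and full agonism = EC100 isoproterenol or metaproterenol; nearly all actives have a fitted effect of over 65% in size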
# Target sequence (P07550 whole entry, looked up): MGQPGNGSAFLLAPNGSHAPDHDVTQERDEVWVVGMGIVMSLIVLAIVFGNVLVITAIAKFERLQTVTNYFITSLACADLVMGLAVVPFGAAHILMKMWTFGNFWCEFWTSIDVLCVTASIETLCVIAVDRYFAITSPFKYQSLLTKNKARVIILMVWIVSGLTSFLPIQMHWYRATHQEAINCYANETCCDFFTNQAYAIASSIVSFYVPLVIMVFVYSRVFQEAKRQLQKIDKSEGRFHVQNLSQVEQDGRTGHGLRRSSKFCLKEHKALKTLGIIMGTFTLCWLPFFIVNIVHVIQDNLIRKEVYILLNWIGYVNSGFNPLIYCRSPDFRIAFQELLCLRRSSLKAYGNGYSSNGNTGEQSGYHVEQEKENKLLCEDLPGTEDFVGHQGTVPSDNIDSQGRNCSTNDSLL
# PKM2 act: activators of human pyruvate kinase M2. Potency, µM (highest dose often 57.5 µM), without a hit: at the highest dose activation, actives largely listed as activators. AID 1631. actives 0.34% (n = 260,000). purified PKM2, Kinase-Glo ATP luminescence, activation; response scale: 0% is enzyme alone, no compound. P14618; also: potency is read from the fitted curve at half-maximal effect; % is scaled to controls: 0 for no effect and ±100 for the full control effect; nearly all actives have a fitted effect of over 55% in size
#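 Purified hPK-M2 (>95%) run at intermediate activity with 0.1 mM ADP and 0.5 mM PEP in 50 mM imidazole pH 7.2, KCl, MgCl2; 1 h room temperature. ATP formed read by Kinase-Glo luminescence; normalized to uninhibited and no-enzyme controls.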
# The depositor's hits bear a star; ? = inconclusive; · = no result given; & = joins results of further samples; [ ] = remark or other dose. Unless noted, calls follow the shape of the dose curve; as a rule, active = well fitted curve in the direction sought with a large enough effect; inconclusive = small, poorly fitted or top-dose-only effect, or another doubt; inactive = no such curve, though single readings can be large; an effect the other way counts as inactive or inconclusive. The list is partial; rates above refer to the full screens.
SMILES,Tb PFK inh,FBPA coupling cs,GALK inh,ASM inhibitor,BCR signal inh,a7 integrin act,Menin-MLL TR inh,Giardia kill,PTAP TSG101 blk,B2AR arrestin,PKM2 act
COc1ccc(OC)c(S(=O)(=O)N2CCN(C(=O)NC3CCCCC3)CC2)c1,0%,·,·,6%,2%,0%,·,-16,0%,7.8%,·
CCC(CC)C(=O)N1N=C(c2ccc(NS(C)(=O)=O)cc2)CC1c1ccc(C)cc1 (stereo not given),1%,-3,-2%,80%[activator],-16%,8%,·,-8,-3%,4.3%,7%
CC(=O)N1c2ccc(S(=O)(=O)N3CCC(C(=O)NCc4ccc(Cl)cc4)CC3)cc2CC1C (stereo not given),?,·,6%,-2%,17%,-35%[inhibitor],·,21,-6%,0.2%,·
COc1ccc(CC(=O)N2CCC(Nc3nc4ccccc4n3Cc3ccc(F)cc3)CC2)cc1,-3%,1,-3%,-2%,9%,13%,7%,-4,-4%,-0.1%,4%
O=c1ccn(-c2cccc(C(F)(F)F)c2)nc1-c1ccn(-c2ccccc2)n1,-2%,-38*,-3%,-3%,?,4%,-9%,-4,-2%,-0.4%,7%
COc1cc(OC)cc(C(=O)N[C@H](C(=O)NCc2ccccc2)C(C)C)c1,-3%,0,1%,5%,?,0%,-22%,-13,1%,0.3%,·
CCCCC(=O)Nc1ncc([N+](=O)[O-])s1,-3%,1,1%,-1%,?,-32%,27%,-90*,-2%,-0.3%,-5%
CCN(CC)S(=O)(=O)c1cccc(S(=O)(=O)c2cccc(S(=O)(=O)N(CC)CC)c2)c1,0%,-2,2%,-2%,0%,-50%[inhibitor],7%,4,-5%,-0.6%,-2%
O=C(NCC1CCCO1)C(c1ccc(F)cc1)N(Cc1ccc2c(c1)OCO2)C(=O)c1ccc(CN2CCOCC2)o1 (stereo not given),0%,-2,3%,1%,-1%,-23%,-29%,1,3%,-0.1%,0%
COc1cccc(CNC(=O)CCC2CCCN(C(=O)CCn3cncn3)C2)c1 (stereo not given),0%,0,13%,-2%,8%,-21%,0%,0,-2%,0.0%,6%
O=C(COC(=O)c1cc(=O)[nH]c2ccccc12)Nc1cccc(S(=O)(=O)N2CCOCC2)c1,1%,1,-2%,10%,-13%,22%,·,14,-2%,-1.0%,-3%
C=CCN1c2ccccc2[C@]23C[C@@H](C(=O)OC)N(C(=O)CC(C)C)C2=NC(C(=O)OC)=C(C(=O)OC)[C@H]13,0%,-1&-5,-1%,2%,0%,-25%,-9%[11.7 µM],4,4%,-0.5%,1%[11.5 µM]
CCC(=O)N1CCc2cc(S(=O)(=O)CCC(=O)NCCc3ccc(OC)c(OC)c3)ccc21,2%,1,2%,-3%,-3%,-23%,-15%,7,-3%,0.0%,19%
CCN(CC)c1ccc(/C=N/NC(=O)OC(C)(C)C)cc1,4%,5,-5%,43%[activator],2%,8%,·,-3,0%,0.0%,5%
CN(C(=O)COn1nnc2ccc(Cl)cc21)C1CCS(=O)(=O)C1 (stereo not given),-2%,·,·,-2%,-14%,32%,·,18,-10%,-0.3%,·
Nc1nnc(SCC(=O)NNC(=O)c2ccc(Cl)cc2)s1,-3%,·,·,-7%,1%,-12%,·,-21,0%,0.1%,·
CCc1ccc(C(=O)/C=C2\Sc3ccccc3NC2=O)cc1,6%,1,0%,-8%,-1%,10%,-12%,0,-8%,-0.3%,-6%
C=CCn1c(SCc2n[nH]c(=S)n2-c2ccccc2)nnc1-c1ccccc1,-2%,0,-2%,7%,4%,8%,·,-11,-3%,-1.3%,-5%
Cn1c(SCCC#N)nnc1-c1ccccc1F,-3%,0,1%,0%,3%,24%,1%,-16,-4%,-0.2%,-3%
O=C(COc1ccc([N+](=O)[O-])cc1)NNC(=S)NC(=O)c1ccc(Br)cc1,?,10,0%,-3%,?,23%,?,-11,-4%,-0.1%,·
O=C(NCc1ccccc1)C1CCN(C(=O)NCc2ccccc2)CC1,0%,-2,2%,3%,?,2%,1%,2,-1%,0.0%,-1%
O=C(CC1CCCCC1)Nc1c2c(nn1-c1ccc(F)cc1)CS(=O)(=O)C2,1%,6,1%,1%,-1%,0%,3%,0,-7%,-0.3%,7%
CCOC(=O)N1CCN(C(=O)CCN2C(=O)/C(=C\c3cccc(OC)c3)SC2=S)CC1,1%,-1,-3%,-4%,-5%,-41%,·,-2,1%,0.0%,·
Cc1cc(C)c(C(=O)c2ccc(C(=O)NC(C)(C)C)cc2)c(C)c1,9%,6,0%,0%,-11%,-10%,-14%,1,-3%,-2.0%,7%
COc1ccc(/C=N/NC(=O)c2[nH]c3ccc(Br)cc3c2-c2ccccc2)c(C(=O)O)c1OC,-4%,29,0%,?,?,-24%,·,7,-1%,0.1%,3%
CCn1cc(C(=O)Nc2ccccc2C(=O)OC)c(=O)c2ccc(C)nc21,-2%,-2,-1%,·,?,·,14%,·,·,0.1%,-2%
NC(=S)Nc1nc2ccccc2[nH]c1=O,-6%,1,0%,·,?,·,-2%,·,·,-0.2%,-1%
CCn1c(SCc2ccc(C#N)cc2)nnc1-c1cccc(Cl)c1,14%,2,-3%,-1%,9%,16%,-22%,-2,-10%,-2.3%,-1%
COc1ccc(CCC(=O)NCCCNC(=O)CCc2ccc(OC)cc2)cc1,-1%,1,1%,-1%,3%,-17%,6%,-12,-5%,-0.3%,6%
O=C1CC(c2ccccc2)CC(=O)C1Sc1ccc(Cl)cc1 (stereo not given),1%,15,0%,0%,2%,27%,0%,11,-9%,-1.6%,-4%
COc1ccc(CCNC(=O)N[C@@H](Cc2ccccc2)C(=O)O)cc1,-6%,1,4%,0%,0%,5%,1%,6,-5%,-0.2%,·
Cc1ccc(S(=O)(=O)Oc2ccc(/C=C3\C(=N)N4N=C(S(C)(=O)=O)SC4=NC3=O)cc2)cc1,-9%,·,-23%,?,-2%,24%,·,0,-3%,0.3%,·
O=C(N/N=C\c1c[nH]c2ccccc12)c1ccc(O)cc1,-8%,2,·,-1%,?,-9%,?,-2,-2%,0.0%,·
O=C(CNC(=O)c1ccc(Br)cc1)Nc1ccc2c(c1)CCC2,-7%,·,·,-2%,6%,16%,·,-20,-2%,-0.6%,·
Cc1ccc(C(C)C)c(OCCCn2ccnc2C)c1,0%,-2,0%,-1%,-1%,?,1%,-1,0%,0.4%,1%
CN(C)c1ccnc2sc3c(=O)n(-c4ccccc4)cnc3c12,-5%,-1,0%,9%,4%,-1%[7.66 µM],-12%,11,-6%,0.1%,-11%
Cc1cc(C)c2c3c(sc2n1)C(=O)N(c1ccccc1)CC(=O)N3,1%,-1,-3%,14%,2%,19%,·,-11,-2%,-0.9%,2%
O=C1NC(c2ccc(Br)cc2)=N/C1=C/c1ccco1,7%,-19,0%,0%,?,-2%,?,2,0%,0.4%,10%
CC(C)(C)c1ccc(-n2ncc3c2CCCC3NC(=O)CN2CCCC2=O)cc1 (stereo not given),0%,2,-1%,-2%,-3%,-30%,-12%,21,-5%,0.4%,5%
CC(OC(=O)c1ccc(F)cc1)C(=O)Nc1nc(-c2cccc([N+](=O)[O-])c2)cs1 (stereo not given),9%,3,0%,-11%,3%,-28%,15%,-1,-1%,-0.6%,-5%
CCCn1nnc(NC(=O)COc2ccccc2Cl)n1,0%,-1,0%,2%,5%,-6%,-3%,-4,-4%,0.3%,0%
O=[N+]([O-])c1cccc(NC(=S)N2CCN(c3ccccn3)CC2)c1,-4%,·,5%,2%,?,-18%,·,2,1%,0.2%,-12%
O=C(NCc1cccnc1)C(=O)NCC1OCCN1S(=O)(=O)c1cc(F)ccc1F (stereo not given),-19%,0,-2%,0%,?,0%,·,12,-3%,-1.1%,3%
COC(=O)Cn1c(-c2ccc(OC)cc2)c(-c2ccc(OC)cc2)nnc1=O,-25%,3,-3%,-3%,-1%,24%,-13%,-25,-2%,-0.2%,-2%
Cc1ccc(NC(=O)CCN2CCc3ccccc3C2)cc1,-1%,-1,1%,0%,-3%,-24%,1%,7,-5%,0.0%,8%
CC12CCCc3c(O)cc(=O)n(c31)-c1ccccc12 (stereo not given),0%,1,1%,5%,-1%,7%,3%,-24,-4%,-0.3%,4%
CCCS(=O)(=O)N1CCN(C(=O)c2cccc(OC)c2)CC1,-6%,3,2%,0%,-1%,-9%,1%,10,-4%,-0.2%,-5%
CN(c1ccccc1)S(=O)(=O)c1ccccc1Br,3%,·,·,11%,-1%,-8%,·,15,0%,0.0%,·

# High-throughput results deposited in PubChem BioAssay by National Center for Advancing Translational Sciences (NCATS).
